Screens as filed in PubChem.
PAFAH2 inh: PAFAH2 enzyme inhibitors, primary screen, biochemical, fluorescence polarization, human | Platelet-activating factor acetylhydrolase 2, cytoplasmic (Homo sapiens), Q99487 | recombinant PAFAH2, FP-rhodamine activity probe | inhibition, % at 3.39 µM | hit rate 0.99% among 340,000;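 active = inhibition above the mean over all tested compounds plus 3 SD, cut at about 30% in these data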;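 also: inhibitors block probe labeling of enzyme so polarization drops; 0% = enzyme with DMSO and 100% = wells lacking PAFAH2 protein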
GSTO1 inh: inhibitors of recombinant GSTO1, primary screen, counter-screen for RBBP9 inhibitor project, biochemical, fluorescence polarization | activity-based probe fluorescence polarization | hit rate 1.1% among 300,000 | AID 1974, 2009 | Glutathione S-transferase omega-1 (Homo sapiens), P78417 | inhibition, % at 5.96 µM;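 active = inhibition above the campaign mean inhibition plus 3 SD, cut at about 35% in these data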;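 also: 0% = GSTO1-1 with DMSO and 100% = wells lacking GSTO1-1 enzyme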
PAFAH1B2 FP inh: PAFAH1B2 enzyme inhibitors, primary screen, biochemical, fluorescence polarization, human; Platelet-activating factor acetylhydrolase IB subunit alpha2 (Homo sapiens), P68402; recombinant PAFAH1B2, FP-rhodamine activity probe; inhibition, % at 3.39 µM; hit rate 1.2% among 340,000; AID 492953, 2010;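 active = inhibition above the mean of all tested compounds plus 3 SD, cut at about 24% in these data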;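 also: 0% = enzyme with DMSO and 100% = wells lacking PAFAH1B2; many of its hits are not listed in these tables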
LYPLA2 counter: LYPLA2 inhibitors, primary screen, counter-screen for PME1 inhibitor project, biochemical, fluorescence polarization, FP-Rh probe ABPP; inhibition, % at 5.9 µM; hit rate 0.38% among 320,000; recombinant LYPLA2; Acyl-protein thioesterase 2 (Homo sapiens), O95372;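 active = inhibition above the screen-wide mean plus 3 SD, limit set per campaign, cut at about 26% in these data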;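 also: 0% = LYPLA2 with DMSO and 100% = wells lacking LYPLA2 enzyme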
Target sequence (O95372 whole entry, looked up): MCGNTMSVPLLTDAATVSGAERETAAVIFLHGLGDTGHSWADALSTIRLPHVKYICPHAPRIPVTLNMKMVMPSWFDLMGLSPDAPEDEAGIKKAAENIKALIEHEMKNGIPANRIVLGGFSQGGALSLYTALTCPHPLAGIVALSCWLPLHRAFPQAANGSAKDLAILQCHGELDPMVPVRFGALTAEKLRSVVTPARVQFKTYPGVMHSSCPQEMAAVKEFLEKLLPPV
PAFAH1B3 FP inh: PAFAH1B3 enzyme inhibitors, primary screen, biochemical, fluorescence polarization, human; inhibition, % at 3.39 µM; recombinant PAFAH1B3, FP-rhodamine probe; hit rate 0.28% among 340,000;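 active = inhibition above the screen-wide average of all tested compounds plus 3 SD, cut at about 25% in these data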;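 also: 0% = enzyme with DMSO only and 100% = wells lacking PAFAH1B3 protein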
pPAFAH inh: pPAFAH enzyme inhibitors, primary screen, biochemical, fluorescence polarization, human. Platelet-activating factor acetylhydrolase (Homo sapiens), Q13093. recombinant pPAFAH, FP-rhodamine probe fluorescence polarization. inhibition, % at 3.39 µM. hit rate 1.5% among 330,000. AID 463082, 2010;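 active = inhibition above the mean inhibition across the screen plus 3 SD, cut at about 25% in these data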;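 also: inhibitors block binding of the rhodamine activity-based probe so polarization drops; 0% = enzyme with DMSO and 100% = wells lacking pPAFAH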
PME-1 primary: PME-1 inhibitors via competitive probe labeling, primary screen, biochemical, fluorescence polarization, FP-Rh probe, HTS | recombinant PME-1 | inhibition, % at 5.9 µM | AID 2130, 2009 | hit rate 0.53% among 320,000;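 active = inhibition above the campaign mean of all compounds plus 3 SD, cut at about 26% in these data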;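 also: competitive labeling of PME-1 active site by serine hydrolase directed probe; 0% = PME-1 with DMSO and 100% = wells lacking PME-1 enzyme; inhibitors block probe labeling so polarization falls and inhibition rises; many of its hits are not listed in these tables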
PAD4 inh: human PAD4 inhibitors, primary screen, biochemical, fluorescence polarization, 1536-well format; recombinant PAD4, RCA probe fluorescence polarization; inhibition, % at 6.36 µM; hit rate 0.41% among 330,000;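 active = percent inhibition above a cutoff equal to the mean of all tested compounds plus 3 SD, cut at about 15% in these data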;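 also: 0% = PAD4 with RCA probe and DMSO and 100% = probe without PAD4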
Target sequence (Q9UM07 whole entry, looked up): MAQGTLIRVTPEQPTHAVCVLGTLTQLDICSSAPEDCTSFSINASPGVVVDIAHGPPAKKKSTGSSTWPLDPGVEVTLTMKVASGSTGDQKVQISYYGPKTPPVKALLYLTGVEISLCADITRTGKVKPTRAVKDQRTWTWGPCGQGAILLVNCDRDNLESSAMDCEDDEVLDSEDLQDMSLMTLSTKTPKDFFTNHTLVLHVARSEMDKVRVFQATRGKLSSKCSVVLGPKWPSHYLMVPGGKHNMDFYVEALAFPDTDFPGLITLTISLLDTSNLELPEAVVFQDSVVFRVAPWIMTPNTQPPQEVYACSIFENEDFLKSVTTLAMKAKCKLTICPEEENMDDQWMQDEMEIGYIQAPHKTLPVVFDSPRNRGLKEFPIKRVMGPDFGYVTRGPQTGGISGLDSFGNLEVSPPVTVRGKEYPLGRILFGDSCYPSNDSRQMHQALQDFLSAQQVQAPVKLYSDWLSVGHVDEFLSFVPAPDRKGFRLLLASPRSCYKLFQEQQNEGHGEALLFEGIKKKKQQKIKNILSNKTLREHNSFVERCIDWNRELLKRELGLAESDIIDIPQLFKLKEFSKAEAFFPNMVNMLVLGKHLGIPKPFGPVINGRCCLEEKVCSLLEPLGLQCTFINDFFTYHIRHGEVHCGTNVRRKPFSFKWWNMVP
LYPLA1 counter: LYPLA1 inhibitors, primary screen, counter-screen for PME1 inhibitor project, biochemical, fluorescence polarization, FP-Rh probe ABPP; AID 2174, 2009; inhibition, % at 5.9 µM; hit rate 0.16% among 320,000; recombinant LYPLA1;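 active = inhibition above the mean of all tested compounds plus 3 SD, set per campaign, cut at about 14% in these data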;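 also: inhibitors block serine hydrolase probe labeling of LYPLA1 so polarization falls; 0% = enzyme with DMSO and 100% = wells lacking LYPLA1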
* marks the source's active call; other numbers are inactive results; . = not tested or not shown.

SMILES	PAFAH2 inh	GSTO1 inh	PAFAH1B2 FP inh	LYPLA2 counter	PAFAH1B3 FP inh	pPAFAH inh	PME-1 primary	PAD4 inh	LYPLA1 counter
Cc1cccc2sc(NNC(=O)c3ccc4c(c3)OCCO4)nc12	10	0	4	10	9	7	0	0	-2
Cc1ccc(NC2c3ncccc3C(=O)N2Cc2ccco2)c(C)c1 (configuration not stated)	7	4	5	4	10	6	8	-2	3
CCC/C(O)=C1\C(=O)CC(C)(C)CC1=Nc1ccc(OC)cc1	-3	6	1	8	11	0	1	0	2
O=C(O)c1cncc(C#CCC2CCCCC2)c1	-2	-3	24	13	2	3	-1	2	5
Cc1ccc(SCc2ccc(C(=O)Nc3ccccc3Br)cc2)cc1	-9	-2	9	-4	14	0	-1	-1	-2
COc1ccc(OCC(=O)NNC(=O)C(=O)Nc2cc(OC)ccc2OC)cc1	3	-3	2	13	4	5	0	1	-4
O=C(N/N=C\c1ccc(S(=O)(=O)O)o1)c1ccc2c(c1)OCO2	3	4	4	1	6	0	-5	0	0
Nc1cc(N)nc(SCC(=O)c2ccc3c(c2)NC(=O)CO3)n1	3	3	4	0	9	10	1	-5	-5
CC(C)n1nnnc1SCC(=O)NCc1ccc2c(c1)OCO2	7	-3	5	1	-3	2	0	-1	2
CC1CCCN(CCOCCOc2ccc(Br)cc2Cl)C1 (configuration not stated)	1	0	2	0	-5	0	3	1	-2
C/C(=N\NC(=O)COc1ccc(C(C)(C)C)cc1)c1ccccc1	5	6	12	-4	6	4	0	0	1
CCS(=O)(=O)N1CCC(C(=O)OCC(=O)c2ccc(Br)cc2)CC1	6	-1	19	-2	1	1	-1	-9	3
Cc1cc(Br)c(S(=O)(=O)NCc2ccncc2)cc1C	-3	-2	2	-7	6	2	7	5	1
CCC(C)(C)c1ccc(OCCCC[n+]2ccc(C)cc2)c(C(C)(C)CC)c1	.	3	.	8	.	2	5	0	2
O=C(Nc1ccc2c(c1)OCO2)c1cccc(S(=O)(=O)N2CCOCC2)c1	2	3	-2	-7	2	2	0	2	-1
Cc1csc(NC(=O)CSc2ccccc2F)n1	2	-4	2	-7	3	-9	-2	-5	-2
Cc1ccc2nc(Cl)c(/C=N/n3c(C)nnc3C)cc2c1	1	-6	3	-2	7	0	0	-2	-1
Cn1cc(SCC(=O)Nc2ccc3c(c2)OCO3)c2ccccc21	9	3	3	-3	-2	0	3	-3	3
O=C(Nc1nc(-c2ccccn2)cs1)c1ccc([N+](=O)[O-])o1	-1	19	2	4	10	1	11	-9	-2
Cc1ccc2c(c1)N(CC(=O)Nc1ccccc1F)C(=O)CO2	-1	6	-2	4	6	1	2	0	1
Cc1ccc(S(=O)(=O)NCCc2ccccc2)cc1	1	6	10	-10	-1	3	-3	1	0
CCOc1ccc(S(=O)(=O)NCCC(=O)NCCCSc2ccccc2)cc1	8	-1	2	-5	-1	9	0	-5	-1
CC1Nc2ncnc(N3CCc4ccccc4C3)c2N(Cc2ccc(Cl)cc2)C1=O (configuration not stated)	-12	-7	0	-13	-7	5	-6	-5	-10
Cc1c(CC(=O)NCCCO)c(=O)oc2cc3c(cc12)CCC(C)(C)O3	2	0	2	7	9	7	1	-2	3
CCN(CC)S(=O)(=O)c1cccc(-c2n[nH]c(=S)n2C)c1	0	-8	7	-1	1	2	2	8	-2
Clc1ccc(Cl)c(OCc2cc(-c3ccccc3Cl)on2)c1	-8	19	2	-2	2	-5	-6	2	-1
CC1CC1C(=O)Nc1nc(-c2cccs2)c(-c2cccs2)s1 (configuration not stated)	6	4	0	3	12	20	-3	3	-6
Nn1c(COc2ccccc2F)nnc1SCC(=O)NC1CCCC1	-3	6	-2	-2	3	-1	1	-5	-1
O=C(Nc1cccc(-c2cn3ccccc3n2)c1)c1cc2ccccc2oc1=O	12	12	1	-1	4	1	-18	-6	3
C=CCn1c(N)c(-c2nc3ccccc3n2C)sc1=S	-4	-1	-5	-9	-1	7	-2	-1	-3

Reprinted at random: 2 compounds from above
SMILES	PAFAH2 inh	GSTO1 inh	PAFAH1B2 FP inh	LYPLA2 counter	PAFAH1B3 FP inh	pPAFAH inh	PME-1 primary	PAD4 inh	LYPLA1 counter
C/C(=N\NC(=O)COc1ccc(C(C)(C)C)cc1)c1ccccc1	5	6	12	-4	6	4	0	0	1
CCC/C(O)=C1\C(=O)CC(C)(C)CC1=Nc1ccc(OC)cc1	-3	6	1	8	11	0	1	0	2

(list continues)
SMILES	PAFAH2 inh	GSTO1 inh	PAFAH1B2 FP inh	LYPLA2 counter	PAFAH1B3 FP inh	pPAFAH inh	PME-1 primary	PAD4 inh	LYPLA1 counter
O=C1CCCC(O)=C1C1NCCc2ccccc21 (configuration not stated)	1	8	0	-4	5	1	-7	0	-1
Cn1cnnc1SCC(=O)NCCC1=CCCCC1	1	.	1	.	6	2	.	-5	.
O=C(CSc1nnc(-c2ccncc2)n1Cc1ccco1)Nc1nc(-c2ccccc2)cs1	5	7	0	-6	6	2	-8	-5	-4
Cn1c(=O)oc2cc(S(=O)(=O)NCCC(=O)NC3CCCc4ccccc43)ccc21 (configuration not stated)	5	11	3	2	4	3	18	3	0
O=C1CSC(=S)N1c1ccc(F)cc1	.	0	.	-9	.	2	-7	-11	-2
CC1CCC2(CC1)NC(=O)N(CC(=O)Nc1sc3c(c1C(N)=O)CCC3)C2=O (configuration not stated)	19	-23	10	1	11	25*	-4	0	2
O=C(Nc1ccccc1)c1ccc(-c2ccc(Br)cc2)o1	-16	-15	-2	-28	-1	-2	-29	0	-20
O=C(CCC(=O)Nc1ccc(Oc2ccccc2)cc1)NCCO	11	11	2	-10	2	4	-2	-9	-7
COc1ccc2c(c1)C1NC(=S)NC(C)(O2)C1C(=O)Nc1ccc(C)cc1C (configuration not stated)	0	4	-2	3	6	-4	-4	-1	0
COc1ccc(C)cc1NS(=O)(=O)c1ccc(Cl)nc1	-3	.	3	-4	6	2	0	-4	2
Cc1cc(C)c(OCC(=O)OC(C)C(=O)NC2CC2)c(C)c1 (configuration not stated)	1	0	4	3	1	-4	3	-3	-2
CCOC(=O)c1cc(-c2ccccc2C)n(CC2CC(c3cccc([N+](=O)[O-])c3)=NO2)n1 (configuration not stated)	8	2	-2	0	2	13	13	-2	-3
COc1ccc(S(=O)(=O)N2CCCCCC2)cc1NC(=O)CN1C(=O)NC(C)(c2ccc(C)cc2)C1=O (configuration not stated)	-2	6	-3	-13	9	13	-2	-2	-9
CN(C)CC(=O)c1c(N)n(Cc2ccccc2)c(=O)n(C)c1=O	-1	-2	1	4	2	5	0	2	-1
Cc1[nH]nc(NCCO)c1[N+](=O)[O-]	-4	4	-4	9	-1	-1	-8	-1	-4
Cc1nn(C)c(C)c1CNC(=O)c1nn2c(c1Cl)NC(c1cccs1)CC2C(F)(F)F (configuration not stated)	5	13	9	0	1	3	1	2	1
CC1(c2ccc3c(c2)OCO3)NC(=O)N(CC(=O)Nc2ccc(N3CCOCC3)cc2)C1=O (configuration not stated)	-9	-1	-6	0	1	0	-7	-4	-1
O=C1CC(C(=O)Nc2cc(Cl)ccc2Cl)n2ncnc2N1 (configuration not stated)	-2	-1	3	5	-4	5	-4	3	1
Cc1ccc(S(=O)(=O)NCC2CCC(C(=O)NCCCN3CCOCC3)CC2)cc1 (configuration not stated)	-5	7	4	-1	13	-3	-5	4	-1
NC(=O)c1ccccc1NS(=O)(=O)c1ccccc1	-1	2	-2	-9	4	-6	-6	-3	0
C[C@H]1CN([C@@H](C)CO)C(=O)c2cccc(NS(=O)(=O)c3cn(C)cn3)c2O[C@H]1CN(C)S(C)(=O)=O	-5	.	5	.	8	-2	.	5	.
CCC(O)CNC(=O)NC(=C(Cl)Cl)c1ccc(C)c(F)c1 (configuration not stated)	-4	8	6	2	1	-3	1	-3	0
CC(C)NC(=O)C(=O)NNC(=O)CCc1ccccc1	-7	7	2	6	6	9	1	5	1
COc1cc2c(cc1OC)CN(C(=S)Nc1ccc(Cl)cc1)CC2	-3	-6	0	5	3	-4	2	2	1
COc1cc(CN(CCN(C)C)Cc2ccccc2)ccc1OCc1ccccc1	-2	2	0	-1	4	3	-1	4	0
CC(C)Oc1ccc(C(=O)Nc2cccc3cccnc23)cc1	-2	-9	1	-4	-3	0	-58	-1	-4
COc1ccc([C@@H]2OC2(C(N)=O)C(N)=O)cc1	-6	-5	0	1	6	5	1	-6	-1
Cc1cnc(NC(=O)C2CCCC2)s1	1	-3	1	4	6	7	-1	-2	0
O=C(N/N=C/c1cccc(O)c1)c1cc(-c2ccccc2)nc2ccccc12	-8	-12	-4	-33	-5	-4	-23	3	-22
CC(=O)NNC(=O)CCn1nnc(-c2ccc(Cl)cc2)n1	6	-5	1	-2	-1	4	3	-2	5
Cc1cc(C)c(C)c(OCCN2CC(C)OC(C)C2)c1 (configuration not stated)	2	3	0	5	0	2	-3	-5	3
CNC(=O)CSc1nnc(-c2ccccc2)n1C	6	7	5	-7	5	-2	4	0	-2
CCN(CC)C(=O)CSc1nnc(CNc2ccc(F)cc2)o1	-8	4	2	1	0	-3	-4	0	-3
CCC(c1nnc(SCC(=O)Nc2cccnc2Cl)n1-c1ccccc1)N(C)C (configuration not stated)	-9	-1	0	-3	2	-2	1	-12	-2
CS(=O)(=O)N1CCC(C(=O)Nc2cccc([N+](=O)[O-])c2)CC1	0	10	8	3	11	0	-3	-3	0
CSCCC(NC(=O)c1ccccc1Br)C(=O)NNC(=O)c1cc(C)oc1C (configuration not stated)	5	.	10	.	7	-3	.	4	.
CNC(=S)N1CCc2cc(OC)c(OC)cc2C1COc1ccc(OC)cc1 (configuration not stated)	1	17	-3	-3	8	3	0	-3	-3
COc1ccc(-c2[nH]c(-c3ccc(C)cc3)nc2SCC(=O)NC2CCCC2)cc1	5	1	7	1	6	14	19	1	3
Cc1ccccc1NC(c1cccc(Cl)c1)c1nnnn1C1CCCCC1 (configuration not stated)	-1	-2	-3	-3	6	-1	-7	-3	-2
CCOc1ccc(CC(=O)N2N=C(C)CC2(O)C(F)(F)F)cc1 (configuration not stated)	4	-3	8	8	3	-6	-10	0	0
NC(=S)NNc1c(F)c(F)c(F)c(F)c1F	1	9	1	-1	4	3	16	-2	-1
COCc1cc(C)nc2sc(C(=O)NN)c(-n3cccc3)c12	0	6	2	-3	4	-4	-2	2	1
N#C/C=C(/N)c1ccc(Br)cc1	-4	-20	18	-12	1	-24	-5	-5	-8
CCCC(=O)N/C(N)=N/c1nc(C)c2ccccc2n1	-1	-2	3	0	7	0	-1	1	-3
CCOC(=O)c1c(C)[nH]c(C(=O)CN2CCOCC2)c1C	4	0	0	7	-6	12	1	3	2
COc1ccc2oc(N)c(C=O)c(=O)c2c1	-3	-8	2	-4	10	-2	4	-3	-2
Cc1ccc(N/C(CSC(N)=O)=N/S(=O)(=O)c2ccccc2)cc1	14	-2	8	2	-1	-1	-7	0	0
CNC(=O)c1cccc(NC(=O)C(C)c2ccc3cc(OC)ccc3c2)c1 (configuration not stated)	-10	-19	-2	-32	0	-14	-12	-1	-19

An excerpt; rates above refer to the full screens.
